aSyn UTR inh – 5' untranslated region of α-synuclein, MLPCN primary screen | inhibition, % (tested at 7.5 µM) | AID 1813 | 0.82% of 300,000 active | alpha-synuclein 5'UTR reporter, inhibitor activity; in the data active = inhibition above about 60%; inconclusive = no clear call, values can overlap the other calls;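 also: H4 neuroglioblastoma cells stably carrying SNCA 5'UTR luciferase fusion; 0% = DMSO wells and 100% = positive control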
IEC-6 cytotox – IEC-6 cytotoxicity, counter-screen for KLF5 inhibitors. luminescence viability. inhibition, % at 5 µM. 0.78% of 290,000 active; in the data active = inhibition above about 22%;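 also: 0% = plate median of test compound wells and 100% = cytotoxic reference compound wells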
HSF-1 act – increases HSF-1 driven luciferase reporter signal | NIH3T3-HGL HSF-1 luciferase reporter, MG132, 8 h; 100% = twice DMSO control signal | activation, % at 9 µM | 1.7% of 300,000 active | AID 504408;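 active = mean replicate activation of at least 50% with a set share of replicates each reaching 50%; inconclusive = only one of those two conditions met; inactive = mean below 50% and too few replicates reaching it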;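 also: 0% = median of the neutral control wells and 100% = twice that signal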
KLF5 inhibitor – suppresses KLF5 promoter-driven expression; DLD-1 KLF5 promoter-luciferase reporter, luminescence; inhibition, % at 5 µM; 0.23% of 290,000 active; AID 1700;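 active = inhibition above a per-plate limit of that plate's mean compound inhibition plus 3 SD, cut at about 60% in these data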;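 also: 0% = DMSO wells and 100% = LY294002 at 200 µM; higher means less KLF5 promoter-driven luciferase light; inactives centre near -14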
HSF1 inhib – HSF1 inhibition; NIH3T3-HGL HSE-luciferase, MG132-induced, luminescence 8 h; hits give low values; activity change, negative = inhibition, % at 7.5 µM (by protocol); 0.77% of 300,000 active; AID 2098;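 active = more than half of replicate wells show activity change below -50%, luminescence cut by over half; inconclusive = some wells, but at most half, below -50%; inactive = no replicate well below -50%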;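 also: luciferase reports HSF-1 transcriptional activity via heat shock element; 0% = median of DMSO wells and -100% = zero luminescence signal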
GSK3B inh – inhibitors of human GSK3beta kinase; activity score (negative = inhibition), % at 10 µM; 0.038% of 300,000 active; P49841; GST-GSK3beta kinase, ADP-Glo luminescence, 60 min; hits give low values;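 active = more than half of replicate wells score below -50%, meaning over 50% inhibition versus plate controls; inconclusive = some replicates but at most half score below -50%; inactive = no replicate scores below -50%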;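 also: 0% = median DMSO wells and -100% = median GW8510 positive control wells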
Target sequence (P49841 whole entry, looked up): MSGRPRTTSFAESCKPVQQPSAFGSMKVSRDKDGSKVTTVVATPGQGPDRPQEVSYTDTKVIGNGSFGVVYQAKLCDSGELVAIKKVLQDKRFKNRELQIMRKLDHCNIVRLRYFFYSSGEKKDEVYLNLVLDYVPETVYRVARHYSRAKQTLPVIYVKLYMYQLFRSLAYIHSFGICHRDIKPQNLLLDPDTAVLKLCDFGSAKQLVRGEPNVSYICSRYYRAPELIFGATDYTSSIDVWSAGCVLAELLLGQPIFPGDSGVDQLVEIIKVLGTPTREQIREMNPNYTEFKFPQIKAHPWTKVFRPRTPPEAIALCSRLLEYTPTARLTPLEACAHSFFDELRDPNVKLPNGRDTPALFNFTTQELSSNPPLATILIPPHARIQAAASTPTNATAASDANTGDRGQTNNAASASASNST
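Test system: GST-fused GSK3beta enzyme, cell-free | Quantity: 1.6 ng GST-GSK3beta enzyme per well | Reagent: 25 µM ATP with peptide substrate | Schedule: 60 min enzyme reaction, room temperature | Signal: Luminescent ADP-Glo measurement of ADP formed | Read-out basis: Score relative to plate controls | Control set: DMSO and 20 µM GW8510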
HSP90 inh – blocks HSP90-mediated luciferase refolding in reticulocyte lysate | 0.91% of 290,000 active | Rabbit reticulocyte lysate, luciferase refolding luminescence, 3 h | inhibition, % at 5.6 µM | AID 1789;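 active = inhibition above the screen-wide mean plus 3 SD, computed separately per campaign, cut at about 16% in these data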;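 also: 0% = DMSO wells and 100% = 60 µM geldanamycin wells; inhibitors lower the luminescence because luciferase stays unfolded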
HIF activator – HIF pathway transcriptional activation; U2OS HRE-luciferase reporter, luminescence; normalized: DMSO 0%, desferrioxamine 100%; activation, % at 7.5 µM (by protocol); 0.32% of 300,000 active;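 active = mean activation of at least 10% of the iron chelator positive control signal, with at least half of replicates also reaching 10%; inconclusive = mean and replicate majority disagree about reaching 10%; inactive = mean and most replicates under 10%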
GSK3 alpha inh – inhibitors of human GSK-3 alpha kinase. P49840. ADP-Glo luminescence, 60 min. inhibition, % at 10 µM. 0.1% of 320,000 active;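 in the data active = inhibition above about 50%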;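 also: GST-tagged GSK-3 alpha with peptide substrate and 25 µM ATP; 0% = DMSO neutral wells and 100% = GW8510 positive control wells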
Target sequence (P49840 whole entry, looked up): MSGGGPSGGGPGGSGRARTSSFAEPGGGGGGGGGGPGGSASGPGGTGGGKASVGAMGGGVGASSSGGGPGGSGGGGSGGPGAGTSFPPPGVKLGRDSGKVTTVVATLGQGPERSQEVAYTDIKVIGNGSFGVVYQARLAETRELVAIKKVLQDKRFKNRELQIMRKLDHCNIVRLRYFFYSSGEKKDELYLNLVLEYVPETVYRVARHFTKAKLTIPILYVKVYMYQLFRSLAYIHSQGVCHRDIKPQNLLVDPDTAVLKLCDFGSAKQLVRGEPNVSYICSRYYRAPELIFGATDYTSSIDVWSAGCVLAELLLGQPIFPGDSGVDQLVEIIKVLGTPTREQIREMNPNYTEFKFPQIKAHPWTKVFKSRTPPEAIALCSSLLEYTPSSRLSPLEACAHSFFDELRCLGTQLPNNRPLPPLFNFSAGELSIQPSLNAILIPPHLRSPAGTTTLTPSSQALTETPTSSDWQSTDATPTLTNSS
AI-2 QS mod – modulates the Vibrio harveyi AI-2 quorum sensing system; Vibrio harveyi JMH597 AI-2 luminescence/OD600 ratio, 9 h; hits give low values; strain lacks LuxN and CqsS sensors; 0 = neutral-control median; activity change, % at 7.5 µM; 0.4% of 300,000 active; AID 2094; in the data active = activity change below about -75%, passing the limit was not always enough; inconclusive = no clear call, values can overlap the other calls;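 also: luminescence divided by OD600 gain over 9 h not by final OD600 alone; inactives centre near 13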
* hit, by the source's call; u = inconclusive; x = no result given.

Values in the order: aSyn UTR inh	IEC-6 cytotox	HSF-1 act	KLF5 inhibitor	HSF1 inhib	GSK3B inh	HSP90 inh	HIF activator	GSK3 alpha inh	AI-2 QS mod
COc1ccc(/C=C(/C(=O)Nc2ccccc2C(=O)NC(C)C)c2ccccc2)cc1
 : 34	0	3	-13	-9	1	2	-0.5	-1	15
S=c1[nH]cc(-c2ccccc2)n1-c1ccccc1Cl
 : -4	5	57*	-49	15	-2	0	-0.2	0	-4
Cc1ccc(OCCCC(=O)NC2CCCCC2)cc1
 : 6	-1	-8	-3	-2	-6	1	-0.5	-3	10
CC1CCCN(C2(O)C(=O)Nc3ccc(Cl)cc32)C1 (stereo unspecified)
 : 22	10	-12	-10	-3	3	0	0.0	1	14
Cc1ccccc1OCc1nc(-c2ccccc2)no1
 : -178	-1	42	-62	26	2	0	2.4	2	-70
O=C(CNC(=S)N(Cc1ccccc1)Cc1cccnc1)N1CCOCC1
 : 9	6	9	-28	5	3	-2	-0.5	-2	17
CCOC(=O)N1CCN(CCC(=O)Nc2cc(OC)cc(OC)c2)CC1
 : -10	0	-5	-19	-6	2	-2	-0.1	x	13
O=S1(=O)C=CC(c2ccccc2)C1 (stereo unspecified)
 : -2	-7	5	-7	-3	-2	3	-0.2	3	7
COc1cc(/C=C(\C#N)C(=O)c2c[nH]c3ccccc23)cc(OC)c1O
 : -12	3	12	-20	8	-42	3	-0.1	x	17
COc1ccc(C(=O)C2CCCN(C(=O)COc3ccc(C(C)=O)cc3)C2)cc1F (stereo unspecified)
 : 3	1	1	17	6	1	4	-0.7	-2	21
CN1CCc2nc(SCCOc3ccccc3)c(C#N)cc2C1
 : 2	-3	u	-15	24	0	2	0.5	0	2
Cc1cccc(OC(C)C(=O)Nc2ccccc2C(=O)N2CCCCC2)c1 (stereo unspecified)
 : 1	6	14	-5	6	3	-1	-0.3	-2	10
Cc1ccccc1OCC(=O)NC(=S)Nc1ccc(N2CCCC2)cc1
 : 4	-5	x	-17	x	-5	-2	0.0	6	24
CC(=O)N1c2ccc(S(=O)(=O)N(C)CC(=O)NC(C)c3ccccc3)cc2CC1C (stereo unspecified)
 : -24	-11	-4	-31	5	3	-5	-0.4	0	23
Cc1ccc(-c2ccc(/C=C3\C(=O)ON=C3c3ccccc3)o2)c([N+](=O)[O-])c1
 : -48	3	21	-30	3	0	3	1.8	1	-6
CC(C)(C)c1nc(SCC(=O)Nc2ccc(N3CCOCC3)cc2)c2ccccc2n1
 : 10	-7	58*	-19	27	-1	0	4.3	-5	48
CC1C2CC(C(S(=O)(=O)N3CCOCC3)C2=O)C1(C)C (stereo unspecified)
 : 0	-2	-14	-37	-6	6	0	0.1	-2	27
Cc1cccc(-c2cc3nc4c(c(N5CCCC(O)C5)n3n2)CCC4)c1 (stereo unspecified)
 : 34	8	7	3	1	1	1	-4.2	0	15
CCOc1ccc(NC(=O)NC(=O)N(C(C)C)S(C)(=O)=O)cc1
 : 1	3	-3	-16	-3	3	1	-0.4	x	-4
CCN(CC)C1=CC(=O)OC12CCCCC2
 : 11	-2	20	-46	13	-1	4	0.5	-3	7
COc1cc2c(cc1NC(=O)CSCC(=O)O)oc1ccccc12
 : -5	7	-17	-3	-1	0	6	0.3	1	17
CCCCc1ccc(NC(=O)C2CCN(S(C)(=O)=O)CC2)cc1
 : -9	2	0	-4	1	-2	1	u	0	27
O=C(CN1CCc2ccccc2C1)Nc1ccc(F)cc1
 : -5	-4	-17	-58	1	-2	0	-14	6	-4
Cc1ccc(NC(=S)NCCc2ccccc2)nc1
 : -99	9	42	-22	32	-2	10	2.0	-1	28
COc1cccc(CN2CCNC(=O)C2CC(=O)N(C)CCC2CCOCC2)c1OC (stereo unspecified)
 : 16	5	-5	3	3	0	7	-0.1	0	23
CN(CC(=O)O/N=C(\N)c1cccc([N+](=O)[O-])c1)S(=O)(=O)c1ccccc1
 : -16	2	0	-13	5	0	2	0.2	-1	-41
FC(F)(F)c1cnc(-n2cc[nH]c2=S)c(Cl)c1
 : -4	2	-8	-6	-11	1	4	-0.4	1	32
COc1ccc(CN2C(=O)C(C)S/C2=N/N=C/c2ccco2)cc1 (stereo unspecified)
 : -32	-3	4	-85	0	-4	-2	-0.1	0	-10
O=C(N/N=C/c1cccc([N+](=O)[O-])c1O)c1cccs1
 : -1	6	-19	-10	-21	2	-3	3.8	0	7
CCCCOC(=O)c1ccc(NC(=O)C(=O)NCc2ccco2)cc1
 : -27	6	-8	2	-4	2	3	-0.1	-2	2
O=C(CN1CCOCC1)Nc1ccc(Cl)c(Cl)c1
 : 0	-6	-9	-9	3	x	-1	-1.2	0	x
CC(C)C(NC(=O)c1ccco1)C(=O)NC1CCCCCC1 (stereo unspecified)
 : -22	-6	13	10	2	-1	-6	-0.3	-59	17
CC(=O)NC(=S)Nc1ccc(NC(=O)COc2ccc(Cl)cc2Cl)cc1
 : -62	1	49	-21	41	2	0	2.3	0	11
Cc1cccc(NC2=C(C#N)C(=O)NC3(CCCC3)S2)c1
 : 1	-5	-5	-22	-14	3	1	-1.7	6	32
COc1cccc(CN(C)CC(=O)Nc2cccc(S(N)(=O)=O)c2)c1OC
 : 4	3	5	-26	-6	2	-1	0.3	2	18
Cc1ccc(NC(=S)/N=C(\N)Nc2nc(C)c3cc(C)ccc3n2)c(C)c1
 : 27	3	-10	4	-8	0	-5	-0.5	0	10
Cc1c(NC(=O)Nc2ccc(C(C)(C)C)cc2)c(=O)n(-c2ccccc2)n1C
 : -7	-6	-1	-33	-2	-3	0	-9.4	-2	34
C/C(=N\NC(=S)Nc1ccc(F)cc1)c1ccc2c(c1)OCCO2
 : -80	-4	-48	-36	-36	-2	-2	1.3	-1	8
CC(C)(C)c1ccc(C(=O)N2CCNC(=O)C2CC(=O)Nc2ccc(F)cc2)cc1 (stereo unspecified)
 : 4	-2	6	-31	-2	-1	-3	0.0	-3	11
CC1CCC(NC(=O)CNC(=O)c2ccc3ccccc3c2)CC1 (stereo unspecified)
 : -74	x	26	x	18	0	x	2.2	-10	-11
COC(=O)[C@H](Cc1ccccc1)NC(=O)NCCc1ccc(S(N)(=O)=O)cc1
 : 3	-1	4	-26	0	3	5	0.4	1	24
O=C(CCc1n[nH]c(=O)[nH]c1=O)Nc1cccc([N+](=O)[O-])c1
 : 7	3	20	0	6	-5	2	-0.2	0	13
CCC(=O)N1N=C(c2ccccc2)CC1c1ccc([N+](=O)[O-])cc1 (stereo unspecified)
 : 20	5	34	5	5	2	0	0.2	0	20
CCOC(=O)C1(CCOC)CCN(C(C)CCc2ccc(OC)cc2)CC1 (stereo unspecified)
 : 1	-2	-2	-49	0	-1	-3	-0.1	1	6
CCc1ccccc1N1C(=O)C2CC(C)=C(C)CC2C1=O (stereo unspecified)
 : 6	-2	-9	17	1	-1	-1	0.5	0	12
CCN(C(=O)CSc1ncn[nH]1)C1CCCCC1
 : -1	-4	-3	-31	-3	2	-4	77*	-3	15
CCOC(=O)c1cnc(SC)nc1Oc1cccc(NC(=O)c2ccc(C)cc2)c1
 : 19	2	-17	-26	-9	2	1	0.0	-4	20
CCCc1c(CC)c(=N)c2ccccc2n1C
 : 6	6	-11	-9	-13	x	-1	-0.3	-3	x
CCOC(=O)CSc1nnc(Cc2ccc(OC)cc2)n1-c1ccccc1
 : -13	1	-14	-27	-5	-3	2	0.0	-3	7
CNC(=O)c1c(NC(=O)c2ccc(S(=O)(=O)N3CCCc4ccccc43)cc2)sc2c1CCN(C)C2
 : 42	-5	7	-3	-1	7	0	-0.4	0	13
Oc1cccc2ccc(/C=C/c3ccccc3Cl)nc12
 : 33	4	-10	-71	0	-3	-2	3.3	1	-9
Nc1ccc2nc(Cc3ccccc3)[nH]c2c1
 : -12	3	-19	-28	-19	2	-3	0.2	9	28
CC(C)C(=O)NNC(=O)CC(=O)Nc1ccccc1C(=O)O
 : 7	-1	10	-5	4	3	-2	0.2	-1	5
C#CCSc1nc(Cc2ccc(Cl)cc2)nc2ccccc12
 : -12	-9	13	-21	-2	2	-2	0.1	-1	-5
Cc1ccnc(NC(=O)COC(=O)C2COc3ccccc3O2)n1 (stereo unspecified)
 : -2	-3	x	-10	x	1	-4	-0.2	-5	42
CCOC(=O)c1cc(-c2ccc(Cl)cc2)nc2onc(C)c12
 : -17	5	-2	-22	-3	2	3	0.1	-1	21
CN(C)C(=O)c1ccccc1-c1ccccc1
 : 8	0	-4	-10	-6	2	0	-0.5	0	8
Cc1cc(OCC(=O)N[C@@H](CSCc2ccccc2)C(=O)O)c2c(C)c(C)c(=O)oc2c1
 : 3	-2	-18	5	-1	-2	-1	0.1	0	27
O=C(Nc1ccc(N2CCOCC2)c(Cl)c1)c1ccco1
 : -69	0	17	-129	24	-1	12	1.9	1	6
O=C(O)CCc1ccc(-c2cccs2)n1CCc1ccccc1
 : -27	3	2	2	9	5	-3	0.9	-6	4

More compounds.
Values in the order: aSyn UTR inh	IEC-6 cytotox	HSF-1 act	KLF5 inhibitor	HSF1 inhib	GSK3B inh	HSP90 inh	HIF activator	GSK3 alpha inh	AI-2 QS mod
CCCOc1c(OC)cccc1C1CC(=O)Nc2cc3c(cc21)OCCO3 (stereo unspecified)
 : -10	0	21	-14	0	-2	2	0.3	-3	19
COc1ccccc1NC(=O)COC(=O)c1ccccc1C(=O)N1CCN(c2ccccc2)CC1
 : -16	2	4	-3	-3	1	-2	0.1	-2	26
COc1cccc(-c2ccc(=O)n(CC(=O)Nc3cc4c(cc3NC(C)=O)OCCO4)n2)c1
 : 3	-2	1	-11	-8	-3	3	-0.4	0	0
Cc1cc(NC(=O)/C=C/c2ccccc2Cl)no1
 : -249	3	14	-44	10	-21	-6	1.5	0	19
CN(C)c1cccc2c1c(NC(=O)c1ccc(Cl)cc1)nn2C
 : 42	3	14	-33	4	3	-1	-0.6	-2	-2
CCOC(=O)N1CCN(C(=O)CSc2nc3c(cnn3-c3ccc(C)cc3)c(=O)[nH]2)CC1
 : 23	5	-10	-19	-12	3	-1	-0.2	-3	20
COc1cccc(-n2nnnc2SCC(=O)NC2CCCCC2)c1
 : -16	6	20	-20	6	2	1	-0.6	-3	-15
CC1(C)Cc2c(cnn2-c2ccccc2)-c2c1c1ccccc1n2CC(O)CBr (stereo unspecified)
 : 3	-7	13	6	8	0	3	0.0	-1	1
O=C(Nc1nnc(C2CCCO2)s1)c1ccc(Br)cc1 (stereo unspecified)
 : x	-1	x	-10	x	x	5	x	-1	x
O=c1[nH]c(N2CCOCC2)nc2c1CCCC2
 : -3	5	-2	-28	-2	0	7	-1.0	3	16
CC/C(C)=N/Oc1nc(C)cc(C)n1
 : -11	-5	4	-18	1	2	0	0.4	-2	1

No enrichment for hits. About 4.7% of those tested had a hit in this group.
